PI4K2A inh – qHTS for small molecular inhibitors of PI4K2A | 420,000 compounds, 0.13% hits | activity change, negative = inhibition, % at 76.9 µM | AID 1346378, 2018 | purified PI4K2A, ADP-Glo luminescence, 1 h; hits give low values | Phosphatidylinositol 4-kinase type 2-alpha (Homo sapiens), Q9BTU6; in the data active means activity change below about -50%; inconclusive means mostly about -30% to -49%;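 further: -100% = wells without enzyme as full effect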
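Compounds are screened against recombinant PI4K2A using PI as substrate and ATP, the latter dispensed at 300 microM. Reactions run one hour at ambient temperature before ADP-Glo detection; full inhibition defined by wells lacking enzyme.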
RXFP1 agonist – qHTS Assay for Agonists of the Relaxin Receptor RXFP1. Relaxin receptor 1 (Homo sapiens), Q9HBX9. Potency, µM (doses to about 57.5 µM), inactives show top-dose activation, hits mostly activators. HEK293T-RXFP1 cAMP TR-FRET, 30 min; response scale: percent of porcine relaxin response, buffer zero. 370,000 compounds, 0.3% hits; further: potency means the concentration at half of the fitted maximal effect; on the % scale 0 is the no-effect control and ±100 the full control effect; nearly all actives have a fitted effect of over 60% in size; many of its hits are not listed in these tables
Target sequence (Q9HBX9 whole entry, looked up): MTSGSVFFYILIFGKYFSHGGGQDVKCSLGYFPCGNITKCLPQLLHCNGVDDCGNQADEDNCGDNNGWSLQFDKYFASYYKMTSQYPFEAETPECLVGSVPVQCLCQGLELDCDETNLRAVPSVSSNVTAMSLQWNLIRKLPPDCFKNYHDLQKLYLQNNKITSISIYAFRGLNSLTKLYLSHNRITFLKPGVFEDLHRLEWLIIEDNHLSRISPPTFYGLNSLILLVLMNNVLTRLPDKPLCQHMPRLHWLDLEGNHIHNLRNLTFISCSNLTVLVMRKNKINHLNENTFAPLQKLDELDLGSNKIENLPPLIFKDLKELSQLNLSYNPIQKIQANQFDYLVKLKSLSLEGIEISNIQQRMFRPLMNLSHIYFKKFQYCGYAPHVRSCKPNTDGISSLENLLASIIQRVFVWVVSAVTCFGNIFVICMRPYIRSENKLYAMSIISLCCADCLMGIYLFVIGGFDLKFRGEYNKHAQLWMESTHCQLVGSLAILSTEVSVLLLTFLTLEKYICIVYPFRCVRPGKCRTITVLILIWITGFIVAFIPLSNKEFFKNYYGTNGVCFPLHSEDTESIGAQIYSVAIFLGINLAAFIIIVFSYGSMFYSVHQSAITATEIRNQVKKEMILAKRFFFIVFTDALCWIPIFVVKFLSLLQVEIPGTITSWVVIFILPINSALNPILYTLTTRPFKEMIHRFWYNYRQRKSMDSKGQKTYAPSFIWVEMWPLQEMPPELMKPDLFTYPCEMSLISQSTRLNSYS
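HEK293T cells stably expressing RXFP1 were pretreated with the PDE4 inhibitor Ro 20174, exposed to compounds for 30 min at 37C, lysed, and cAMP was read by TR-FRET. Data normalized to buffer (basal) and 29 nM porcine relaxin (100%).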
Vif-A3F inh – qHTS for Inhibitors of Vif-A3F Interactions: qHTS. HeLa A3F-eYFP + Vif (tagged APOBEC3F with the HIV-1 protein that degrades it), YFP fluorescence increase. Potency, µM (highest dose often 46.1 µM), without a hit: at the highest dose activity, negative = active. 390,000 compounds, 0.2% hits. AID 602313, 2012; further: potency means the concentration at half of the fitted maximal effect; % of control where 0% means no effect; nearly all actives have a fitted effect of over 65% in size
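HeLa cells stably expressing Vif plus C-terminally eYFP-tagged A3F were seeded, incubated overnight at 37 deg C, dosed with compound, incubated overnight again at 37 deg C. Yellow fluorescence (Ex 488/Em 500-530) reported blocked Vif-mediated A3F-eYFP degradation.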
LDHA block – qHTS assay for inhibitors of human lactate dehydrogenase; L-lactate dehydrogenase A chain (Homo sapiens), P00338; purified LDHA, NADH/diaphorase-resazurin fluorescence; hits give low values; activity change, % (values are at about 110 or 230 µM); 480,000 compounds, 0.15% hits; AID 1347041, 2019; in the data active means activity change below about -30%; inconclusive means mostly about -25% to -30%;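 further: plate controls were DMSO wells for no effect and wells without enzyme for full effect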
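LDH5 2 nM; NADH 0.06 mM, pyruvate 0.2 mM; 200 mM Tris pH 7.4, EDTA, Tween-20; 5 min RT. Detection: diaphorase 0.133 mg/mL + resazurin 37 µM, fluorescence ex540/em590 at 0 and 20 min; normalized to enzyme-free and DMSO wells.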
IDH1 R132H inh – qHTS for Inhibitors of mutant isocitrate dehydrogenase 1 (IDH1): qHTS | Potency, µM (series often up to 76.6 µM), without a hit: top-dose activity change, negative = inhibition, most hits filed as inhibitors | Isocitrate dehydrogenase [NADP] cytoplasmic (Homo sapiens), O75874 | IDH1-R132H enzyme, NADPH consumption, diaphorase/resazurin fluorescence | AID 602179, 2012 | 390,000 compounds, 0.093% hits; further: potency means the concentration at half of the fitted maximal effect; on the % scale 0 is the no-effect control and ±100 the full control effect; nearly all actives have a fitted effect of over 65% in size
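IDH1-R132H (0.5 ug/mL) preincubated 30 min with compound, then NADPH (0.016 mM) and alpha-KG (2 mM) added; 80 min at RT, pH 7.5. Remaining NADPH coupled via diaphorase/resazurin to fluorescence (540/590 nm); concentration-response curves normalized to no-enzyme control.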
TrxR1 substrate – qHTS Assay for Substrates of Mammalian Selenoprotein Thioredoxin Reductase 1 (TrxR1): qHTS | Thioredoxin reductase 1, cytoplasmic (Rattus norvegicus), O89049 | purified TrxR1 substrate turnover, NADPH consumption readout | Potency, µM (titrated, usually from 114 µM), for the others: at the top dose activity change, negative = substrate turnover | 390,000 compounds, 0.01% hits; further: potency means the concentration at half of the fitted maximal effect; on the % scale 0 is the no-effect control and ±100 the full control effect; nearly all actives have a fitted effect of over 50% in size
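Rat TrxR1, dispensed at 90 nM, was prereduced with 400 uM NADPH (final) for 5 min at ~22 deg C, then incubated with compound 15 min before 400 uM selenite. A first-read NADPH fluorescence drop versus no-compound background flagged substrates.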
Glioma ERSR ind – qHTS for Inducers of the Endoplasmic Reticulum Stress Response (ERSR) in Human Glioma: qHTS. AID 602332, 2012. U87-MG GRP78 promoter luciferase reporter, 16 h. Potency, µM, for the others: top-dose activation, most hits filed as activators. 420,000 compounds, 0.02% hits; further: potency means the concentration at half of the fitted maximal effect; series mostly up to about 76 µM; % of control where 0% means no effect; nearly all actives have a fitted effect of over 35% in size
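Stably transfected U87-MG human glioma cells carrying a GRP78-based luminescent sensor were seeded at 1000 cells/well, pin-dosed with compounds and incubated 16 h. Luciferase reagent was then added, and end-point luminescence was read after 10 min at room temperature.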
Vif-APOBEC3G blk – qHTS for Inhibitors of Vif-A3G Interactions: qHTS. DNA dC->dU-editing enzyme APOBEC-3G (Homo sapiens), Q9HC16. HeLa A3G-eYFP + Vif (tagged APOBEC3G with the HIV-1 protein that degrades it), YFP fluorescence, overnight. Potency, µM (titrated, usually from 46.1 µM), without a hit: top-dose activity, negative = active, actives largely listed as inhibitors. 410,000 compounds, 0.076% hits;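 further: potency means the concentration at half of the fitted maximal effect; on the % scale 0 is the no-effect control and ±100 the full control effect; nearly all actives have a fitted effect of over 60% in size; hits raise eYFP signal because A3G escapes Vif-driven loss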
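HeLa cells stably expressing Vif and C-terminally eYFP-tagged A3G, seeded overnight at 37 deg C, then exposed to compound by pintool overnight at 37 deg C. Rise in yellow fluorescence (Ex 488/Em 500-530, Acumen) marks blocked Vif-driven A3G degradation.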
USP1 inh – Inhibitors of USP1/UAF1: Primary Screen; Ubiquitin carboxyl-terminal hydrolase 1 (Homo sapiens), O94782; recombinant USP1/UAF1, Ub-Rhodamine cleavage fluorescence; Potency, µM (highest dose often 57.1 µM), for inactives: at the highest dose activity change, negative = inhibition, most hits filed as inhibitors; 390,000 compounds, 0.23% hits; further: potency means the concentration at half of the fitted maximal effect; on the % scale 0 is the no-effect control and ±100 the full control effect; nearly all actives have a fitted effect of over 60% in size; inactives centre near -12
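High-throughput fluorogenic screen: 1nM USP1/UAF1 complex, Ub-Rho substrate 150nM final, 50mM HEPES pH 7.8 with 0.5mM EDTA, 0.1 mg/ml BSA, 1mM TCEP and 0.01% Tween-20.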
An asterisk follows results filed as active; u = inconclusive; x = no result given; [ ] = dose if it differs, or a comment. Unless noted, the call rests on the fitted dose curve; in most records, active means well fitted curve in the direction sought with a large enough effect; inconclusive means small, poorly fitted or top-dose-only effect, or another doubt; inactive means no such curve, though single readings can be large; an effect the other way counts as inactive or inconclusive.

SMILES | PI4K2A inh | RXFP1 agonist | Vif-A3F inh | LDHA block | IDH1 R132H inh | TrxR1 substrate | Glioma ERSR ind | Vif-APOBEC3G blk | USP1 inh
NS(=O)(=O)c1ccc(CNC(=O)CSc2nc3ccc(Cl)cc3[nH]2)cc1 | -2.2 | -0.2% | -1.3% | -6.1 | 6.4% | 9.9%[57.1 µM] | -1.7% | 2.9% | -11.0%
O=C(c1cccs1)N1CCN(Cc2cccnc2)CC1 | -2.4 | 0.9% | -7.0% | u | 14.6% | -1.2% | -2.1% | -2.5% | -2.2%
COc1ccccc1C(CNC(=O)c1cccc(S(=O)(=O)Nc2ccc(C)cc2)c1)N1CCCC1 (configuration not stated) | -2.1 | -0.5% | -0.7% | -7.8 | 1.2% | -6.5% | -4.3% | -0.9% | -1.2%
CCN(CC)CCN1C(=O)C(=O)/C(=C(/O)c2c(C)[nH]c(C(=O)OC)c2C)C1c1ccccc1OC (configuration not stated) | 6.6 | 0.4% | x | -2.5 | 0.8% | -15.8% | -2.1% | u | -14.9%
CN1CCN(C(=O)c2ccc(NS(=O)(=O)c3cccc([N+](=O)[O-])c3)cc2)CC1 | 1.7 | 0.1% | 9.3% | -7.3 | -2.6% | 1.3% | 3.8% | -0.7% | -8.9%
CCOc1cc(C2C(C(=O)OC)=C(C)NC3=C2C(=O)c2ccccc23)cc(Cl)c1O (configuration not stated) | -3.4 | 3.1% | -7.1% | -1.1 | -10.5% | -0.6% | -0.8% | -13.3% | 5.1%
CCCN1CCN(CCNC(=O)Nc2cc(C)ccc2OC)CC1 | -1.3 | 3.6% | 3.0% | -0.1 | -1.6% | -1.3% | -1.3% | 0.8% | -14.6%
Cc1ccc(Nc2nc3ccccc3n3nnnc23)cc1 | 2.7 | 2.4% | u | -6.3 | 2.7% | 5.7% | 8.1% | -15.3% | 0.1%
COc1ccc(S(=O)(=O)Nc2cccnc2)c(Cl)c1Cl | -2.4 | -2.2% | 4.1% | -1.5 | -1.0% | 1.9%[57.1 µM] | -3.4% | 5.1% | -5.0%
Cc1ccc2nc(N/N=C/c3ccco3)cc(C)c2c1 | -3.8 | 0.7% | u | 2.0 | 30.6%[activator] | -10.9% | 0.1% | -5.4% | -20.6%
Cc1ccc(N2C(=O)C(Cl)=C(N3CCOCC3)C2=O)c(C)c1 | -0.2 | -0.6% | -2.9% | -3.2 | -7.2% | -2.1% | 0.1% | 0.0% | -14.8%
O=C(COC(=O)CCN1C(=O)c2ccccc2C1=O)Nc1ccc(S(=O)(=O)N2CCCC2)cc1 | 1.0 | 0.9% | -3.6% | -4.2 | 2.2% | 11.3%[57.1 µM] | -3.8% | 0.8% | -9.8%
CN1CCC(N(C)S(=O)(=O)c2ccc(NC(=O)c3ccc(S(=O)(=O)N(C)C)cc3)cc2)CC1 | 3.9 | x | 5.0% | -14.5 | 13.8% | 5.9%[57.1 µM] | -4.0% | 1.2% | -2.7%
COc1cc(OCC(N)=O)cc(OC)c1OC | -2.6 | 1.3% | 3.4% | 2.7 | 2.6% | 5.6% | -1.9% | -4.6% | -17.0%
Cc1cccc(Nc2nnc(C)c(=O)n2N)c1 | 9.3 | 1.2% | -6.4% | -11.4 | -1.5% | 3.6%[57.1 µM] | -0.2% | -5.9% | -11.6%
CN(C)c1ccc(C(=O)N2CCN(c3cc(C(F)(F)F)nc4ccccc34)CC2)cc1 | -0.8 | 1.1% | -28.3% | 0.2 | 2.3% | 0.9%[57.1 µM] | -1.2% | -0.6% | -24.9%
Cc1ccc(C(=O)N/C(=C/c2ccccc2F)C(=O)NCCCn2ccnc2)cc1 | 3.3 | 1.8% | 0.0% | -2.6 | 9.8% | 4.1%[57.1 µM] | 1.2% | -2.8% | -13.8%
Cc1ccc(NC(=O)COC(=O)CN2C(=O)c3ccccc3C2=O)cc1 | 2.5 | 2.8% | 0.5% | 0.0 | 5.9% | 3.8% | -5.5% | 0.9% | -15.7%
CN1CCN(c2ccc(C(=O)c3ccc(F)cc3)cc2)CC1 | 1.0 | 1.3% | -9.0% | -8.1 | 1.8% | 10.9%[57.1 µM] | -3.9% | 0.3% | 5.4%
CCN(CC)c1nc(SCC(=O)O)nc(N(CC)CC)n1 | -2.9 | 0.7% | -5.8% | -3.0 | 1.7% | 7.1%[57.1 µM] | -3.0% | -6.3% | -4.2%
CC(=O)c1ccc2c(c1)N(Cc1ccccc1)C(=O)C(C)S2 (configuration not stated) | -1.0 | x | x | -3.4 | x | x | 1.2% | 3.0% | x
CCOC(=O)CCCCCC(=O)Nc1ccc2c(c1)CC(=O)N([C@H](C)CO)C[C@@H](C)[C@H](CN(C)Cc1ccc3c(c1)OCO3)O2 | 4.8 | x | -4.7% | 1.8 | 15.4% | -2.9% | -2.1% | 3.8% | -31.2%
CC(=O)Nc1ccc(N(C(=O)Cn2nnc3ccccc32)C(C(=O)NCc2ccccc2)c2ccc(C)cc2)cc1 (configuration not stated) | 4.3 | -1.1% | -6.5% | -2.9 | -5.6% | 0.5% | 0.7% | -2.9% | -4.6%
Cc1ccc2nc(-c3ccco3)c(Nc3ccc4c(c3)OCCO4)n2c1 | 0.4 | 8.9% | -9.6% | -8.5 | 0.0% | 25.2% | 4.6% | 2.0% | -7.3%
Cc1cccc(C(=O)OCc2cc(=O)oc3c(C)c(C)ccc23)c1O | 12.5 | -2.5% | -16.0% | -12.3 | -4.6% | -1.5% | 3.0% | -0.4% | -0.9%
(list continues)
SMILES | PI4K2A inh | RXFP1 agonist | Vif-A3F inh | LDHA block | IDH1 R132H inh | TrxR1 substrate | Glioma ERSR ind | Vif-APOBEC3G blk | USP1 inh
Cn1c(C2=C(O)CN(Cc3ccccc3)C2=N)[n+](C)c2ccccc21 | -0.4 | 1.1% | -1.9% | 1.2 | 4.5% | 2.5% | 0.6% | -6.5% | -5.6%
CC(Oc1cc(F)ccc1[N+](=O)[O-])C(=O)Nc1ccc(S(=O)(=O)N2CCCC2)cc1 (configuration not stated) | -3.7 | 3.6% | 0.8% | 0.1 | -10.3% | 0.5% | -4.1% | -10.5% | 2.8%
CC(OC(=O)c1ccc(C#N)cc1)C(=O)Nc1ccc(Cl)cn1 (configuration not stated) | -8.9 | 0.4% | -16.9% | -5.2 | 5.8% | 7.0% | -0.8% | -8.2% | -7.2%
COc1ccc(N2CC3=C(C2=O)C(c2ccc(O)c(OC)c2)NC(=O)N3C)cc1 (configuration not stated) | -1.0 | 0.9% | -2.3% | 4.0 | 1.3% | -4.8% | -9.9% | -0.3% | -24.3%
CCCSc1ccc([C@@H]2[C@@H]3C(=O)N(C)C(=O)[C@@H]3[C@]3(C(=O)OC)CCCN23)cc1OC | -5.5 | 2.1% | -1.0% | 1.6 | -9.1% | 3.8%[57.1 µM] | -6.9% | -4.8% | -16.7%
O=C(COc1ccc2ccccc2c1)N1CCN(C(=O)c2ccc([N+](=O)[O-])cc2)CC1 | -1.9 | -0.1% | 3.9% | 4.7 | 9.4% | -11.4%[57.1 µM] | 0.5% | -2.5% | u
Cc1nn(C(C)C(=O)O)c(=O)c2ccccc12 (configuration not stated) | 2.3 | 5.9% | 25.1% | -5.9 | -11.0% | -3.3%[57.1 µM] | -0.4% | 0.6% | -19.2%
CCCCN(CCCC)CC(O)CN(c1cc([N+](=O)[O-])ccc1OC)S(=O)(=O)c1ccccc1 (configuration not stated) | -1.6 | -0.1% | -9.3% | -3.6 | 10.8% | 12.8% | -0.3% | -1.3% | -7.0%
Cc1ccc(C(=O)OCc2nnc(-c3ccccc3)o2)cc1S(=O)(=O)N1CCOCC1 | -1.2 | 1.3% | 2.3% | -9.2 | -2.0% | 4.0% | 4.0% | 1.9% | -4.7%
CCOc1cc(/C=N/NC(=O)COc2ccc(C)cc2)ccc1OC(=O)c1cccs1 | 0.8 | 3.0% | -11.6% | -5.1 | 3.2% | 3.2% | -2.1% | -7.9% | -1.3%

Three of the entries above in order of their number in USP1 inh, descending:
Compound	USP1 inh
CC(Oc1cc(F)ccc1[N+](=O)[O-])C(=O)Nc1ccc(S(=O)(=O)N2CCCC2)cc1 (configuration not stated)	2.8%
O=C(COC(=O)CCN1C(=O)c2ccccc2C1=O)Nc1ccc(S(=O)(=O)N2CCCC2)cc1	-9.8%
CCCN1CCN(CCNC(=O)Nc2cc(C)ccc2OC)CC1	-14.6%

An excerpt. The share of hits here may be higher or lower than overall.
